KDM5B inh – blocks human KDM5B histone demethylase activity; Q9UGL1; KDM5B demethylase, FDH-coupled NADH fluorescence (FDH is formaldehyde dehydrogenase); 2.6% of 220,000 active; Potency, µM (highest dose often 57.7 µM), for inactives: top-dose activity change, negative = inhibition, actives largely listed as inhibitors; active means well fitted inhibition curve with a large enough effect; inconclusive means small, poorly fitted or top-dose-only effect; inactive means no such curve, though single readings can be large or run the other way; further: 0% is about no effect; nearly all actives have a fitted effect of over 70% in size
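Measured: NADH fluorescence change, 30 min, RT. System: KDM5BΔAP 200 nM final, H3K4me3 peptide, α-KG, Fe(II), ascorbate, NAD⁺ plus FDH, pH 7.5 HEPES. Compounds: titrated, 10 min pre-incubation with enzyme.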
The depositor's hits bear a star; i = inactive; ? = inconclusive; & = joins results of further samples; [ ] = dose if it differs, or a comment. Potency means the concentration at half of the fitted maximal effect. An excerpt (hit frequency here may not be typical).

Start of the data: the first 2 records, to show the layout:
canonical_smiles	KDM5B inh
C=CCNC(=O)[C@@H]1CCCN1[C@@H](C(=O)NC)c1ccccc1F	?
Cc1nn(C)c(C)c1NC(=O)C(C)OC(=O)c1ccc2c(c1)NC(=O)CS2 (stereo not given)	8%

All compounds of this part, repeating the preview:
canonical_smiles	KDM5B inh
C=CCNC(=O)[C@@H]1CCCN1[C@@H](C(=O)NC)c1ccccc1F	?
Cc1nn(C)c(C)c1NC(=O)C(C)OC(=O)c1ccc2c(c1)NC(=O)CS2 (stereo not given)	8%
O=C(Nc1cccc(Cl)c1)N[C@H]1C[C@H]2C(=O)NC[C@@H](CCC(=O)N3CCc4ccccc43)N2C1	-12%
CCN1c2cc(C(=O)Nc3ccc(F)c(Cl)c3)ccc2C(=O)N2CCCCCC21 (stereo not given)	i
COC[C@@H]1CN(C(=O)Cc2ccccc2C)C[C@H]1c1ccncc1	-14%
CCOc1ccccc1CN1CCNC(=O)C1CC(=O)NCc1ccccn1 (stereo not given)	-26%
COc1ccccc1NC(=O)Cc1nnc(SCC(=O)Nc2nccs2)n1C	19%
S=C(NCc1ccccc1)N/N=C/c1cccc(Cl)c1	19%
Cc1ccc(-n2nnc3c(N4CCN(C(=O)Cc5cccs5)CC4)ncnc32)cc1	-1%
CC[C@H]1CN(C(=O)C(C)(C)C)CC[C@H]1CC(=O)O	-10%[115 µM]
O=C(NCc1cccc(Cl)c1)C1CN(c2ccc(F)cc2)C(=O)N1 (stereo not given)	-4%
O=C(C1CCCC1)N1CCC(c2noc(-c3ccncc3)n2)C1 (stereo not given)	27%
COC(=O)c1ccc(COC(=O)c2c3c(nc4ccccc24)CCC3)o1	?
Cc1ccc(C(=O)N2C[C@@H](Oc3ccccc3)C[C@H]2C(=O)N2CCOCC2)cn1	-10%
Cn1c(=O)c2c(ncn2CCC(=O)Nc2cccc(C(N)=O)c2)n(C)c1=O	-20%
COc1ccc(NC(=O)NCc2ccccc2F)cc1OC	8%
COC1C(=O)N(C2CCN(C(=O)c3cnccn3)CC2)C12CCOCC2 (stereo not given)	3%
Cc1cc(-c2nc(C)c(-c3nnc(SCC(=O)Nc4cc(Cl)cc(Cl)c4)n3C)s2)no1	?
Cn1c(=O)oc2cc(S(=O)(=O)CCC(=O)NCc3ccc(Cl)cc3)ccc21	6%
CCOC(=O)c1cc2n(n1)CC(C)(C(=O)NC1CCCC1)N(CCc1cccs1)C2=O (stereo not given)	11%
COCCN1C(=O)CS(=O)(=O)C12CCN(C(=O)Cc1cccc(F)c1)CC2	7%
Cn1nccc1CN1CCC2(CC1)CC(=O)Nc1ccccc1O2	21%[86.2 µM]
CC(=O)Nc1nc2c(s1)C[C@@H]1[C@](C)(CO)[C@H](O)CC[C@@]1(C)[C@@H]2CC(=O)N1CCOCC1	?
COc1ccc(OCC(=O)Nc2ccc3c(c2)nc(CCNC(=O)c2ccco2)n3C)cc1	?
CC(COc1ccc(C(F)(F)F)cc1)CN1CCC(C(O)(c2ccccc2)c2ccccc2)CC1 (stereo not given)	-18%
CCCCCC1c2cc(c(O)cc2O)C(CCCCC)c2cc(c(O)cc2O)C(CCCCC)c2cc(c(O)cc2O)C(CCCCC)c2cc1c(O)cc2O (stereo not given)	-25%
CCOc1cc(-c2nnc(SCC(=O)NC3CCCCC3)nc2-c2ccc(OC)c(OCC)c2)ccc1OC	-19%
CCn1cnc2c1c(=O)n(CC(=O)N1CCN(C)CC1)c(=O)n2Cc1ccccc1	14%
CCNc1c(NS(=O)(=O)c2ccc(OC)c(OC)c2)c(=O)oc2ccccc12	16%
Cc1nnc2n1C(C)CN(C(=O)CCc1nc(-c3ccncc3)no1)C2 (stereo not given)	-5%

Exported field by field: part of the list above
> COc1ccccc1NC(=O)Cc1nnc(SCC(=O)Nc2nccs2)n1C
- KDM5B inh: 19%

> C=CCNC(=O)[C@@H]1CCCN1[C@@H](C(=O)NC)c1ccccc1F
- KDM5B inh: ?

> COCCN1C(=O)CS(=O)(=O)C12CCN(C(=O)Cc1cccc(F)c1)CC2
- KDM5B inh: 7%

> Cn1c(=O)c2c(ncn2CCC(=O)Nc2cccc(C(N)=O)c2)n(C)c1=O
- KDM5B inh: -20%

Later entries:
canonical_smiles	KDM5B inh
COc1ccccc1NC(=O)[C@@H]1COCC(=O)N1Cc1ccc(OC)c(OC)c1	-22%
C=CCc1cccc2cc(-c3nc4ccc(C(=O)O)cc4[nH]3)c(=O)oc12	?
COc1cncc([C@@H](NC(=O)CCN2CCCCO2)C2CC(O)C2)c1 (stereo not given in full)	7%&-18%
Cc1noc(-c2ccc(C(C)(C)C)cc2)c1C(=O)NCCOc1ccccc1	6%
CC(C)Nc1nnc(SCC(=O)N2CCN(C(=O)c3ccco3)CC2)s1	-7%
O=C(NC12CC3CC(CC(C3)C1)C2)C1(c2cccc(F)c2)CCC1	12%
CCOC(=O)C1CCN(Cc2cc(=O)oc3ccc(Cl)cc23)CC1	2%
COC(=O)[C@H](CC(C)C)N(CCCc1cn(Cc2ccc(C)cc2)nn1)S(=O)(=O)c1ccccc1Br	17%
CN(C)Cc1cn2c(=O)n(C)cc(-c3ccc(F)c(Cl)c3)c2n1	-15%[86.2 µM]
COc1cccc(CNc2nc3ccc(C)cc3nc2-n2nc(C)cc2C)c1	?
O=C(CSc1ncc(CO)n1Cc1ccc(F)cc1)NCc1ccc2c(c1)OCO2	13%
Clc1ccc2oc(C3CCN(Cc4nc(C5CC5)no4)CC3)nc2c1	15%
CCOc1ccccc1CNC(=O)c1cc2n(n1)CC(c1ccc(Cl)cc1)OC2 (stereo not given)	?
CO[C@@H]1COCC[C@H]1NC(=O)c1cccc(Oc2ccccc2)c1	-4%
Cc1ccc(CNC(=O)[C@H]2CCC[C@H]2NC(=O)c2ccncc2)cc1	-5%
CC(=O)N1c2c(cc(Br)cc2S(=O)(=O)Nc2ccc(OC(F)(F)F)cc2)CC1C (stereo not given)	?
COc1ccc(-c2nnc(SCc3nc4ccccc4o3)o2)cc1	-1%
CCOc1cc(C(=O)N2CCC(c3ccncc3)CC2)cc(OCC)c1OCC	-23%
CCN(CC)CCNC(=O)C1(O)c2cc(Br)ccc2NC(=O)N1c1cccc(OC)c1 (stereo not given)	26%
O=C(Nc1ccccc1)c1ccc(OCc2ccccc2)cc1	16%
CCN(CC)CC(=O)Nc1sccc1C#N	-1%
COc1ccc(CN2CCCN(CC(=O)Nc3ccc(Br)cc3F)S2(=O)=O)cc1	-3%
CC(C)N1CCN(C(=O)c2ccc(N3CC4CC(C3)[C@H]3CCCC(=O)N3C4)nc2)CC1 (stereo not given in full)	?
CC(=O)NC1(C)CCCN(Cc2cccc(-c3cccc(F)c3)c2)C1 (stereo not given)	-1%[86.2 µM]
O=C(c1ccoc1)N1CCC(c2n[nH]c(=O)n2-c2ccccc2)CC1	27%
COC(=O)c1ccoc1COC(=O)CCc1c(C)c2ccc(OC)cc2oc1=O	?
CS(=O)(=O)N1CCc2cc(C(=O)N3CCN(c4ccc(F)cc4)CC3)ccc21	2%
CCn1ncc2c(C(=O)Nc3ccc(OC)c(OC(F)F)c3)cc(-c3cccs3)nc21	11%
CC(=O)c1ccc(NC(=O)c2cn3c4c(ccc(Cl)c4c2=O)OC(C)C3)cc1 (stereo not given)	-25%
O=S(=O)(c1ccc2nc(Nc3ccc(Br)cc3F)ccc2c1)N1CCCC1	?

Additional entries follow.
canonical_smiles	KDM5B inh
CC(C)n1nccc1N(Cc1ccc(C#N)cc1)S(=O)(=O)c1ccccc1	4%
NC(=O)Cn1ccc2cc(OCC3CCN(C(=O)CCc4ccccc4)CC3)cnc21	32µM*
Cc1cccc(NC(=O)CSc2ccc3nnc(-c4cccnc4)n3n2)c1	16%
CCC(CC)C(=O)Nc1ccc(S(=O)(=O)NC(C)(C)C)cc1	6%
O=C1COCCN1C1CCN(Cc2cccnc2)CC1	19%&0%[149 µM]
c1ccc(-c2cnc(CSc3nnnn3-c3ccccc3)o2)cc1	-19%
CCOC(=O)C(=O)Nc1c(C(=O)Nc2ccc(F)cc2)oc2ccccc12	-2%
Cc1ccc(Cl)cc1NC(=O)c1ccc2nc(CCc3ccccc3)oc2c1	?
CN(CC1CCOC1)S(=O)(=O)c1ccc2c(c1)CCCC2 (stereo not given)	-9%
O=C(c1cccc(Cn2cccn2)c1)N1CC[C@H](CO)[C@H](O)C1	-9%
CC(=O)N1CCC(C(=O)N2CCN(c3cccc(Cl)c3)CC2)CC1	-2%
O=C(Nc1nnc(S(=O)(=O)N2CCCCCC2)s1)c1cccc(Br)c1	-8%
O=C(O)c1ccc2c(c1)N(Cc1ccc(F)cc1)C(=O)c1ccccc1S2=O (stereo not given)	-6%
CCCc1ccc(-c2c(C)sc(NC(=O)c3ccc(C)s3)c2C#N)cc1	-9%
O=C(Nc1ccc(C23CC4CC(CC(C4)C2)C3)cc1)c1ccc(Cl)cc1Cl	17%
O=c1c(-c2ccccc2)c(O)c2ccccc2n1-c1ccccc1	-7%
O=C(c1cc(Cl)c2c(c1)OCCO2)N1CCSc2ccccc21	16%
O=C(Nc1ccc(Cl)cc1)N1CCC(N2CC3CCCN3C2=O)CC1 (stereo not given)	2%
Cc1ccccc1CN1CCCN(Cc2nnsc2Cl)CC1	8%
COC(=O)c1ccc(NC(=O)CSc2nncc3ccccc23)cc1	15%
COc1cc(OC)c(/C=N/NC(=O)c2ccc(Cn3nc([N+](=O)[O-])cc3C)cc2)c(OC)c1	-18%
O=C(Cn1ccn2nc(-c3ccccc3)c(CO)c2c1=O)N1CCC(Cc2ccccc2)CC1	-4%
O=C(CCc1ncc(-c2ccc(Cl)cc2)o1)N1CCC(C(=O)N2CCOCC2)CC1	13%
O=C1NC2(Cc3ccccc31)CN(C(=O)c1ccccc1F)C2	-5%[149 µM]
Cn1cnc(C(=O)N2CCC3(CC2)CC(N(Cc2ccc(F)cc2)C2CC2)CCO3)c1 (stereo not given)	3%
Cn1c(=O)c2c(ncn2CC(=O)NCc2ccco2)n(C)c1=O	8%
CC(C)c1ccc(Cn2c(C3CC(=O)N(C(C)(C)C)C3)nc3ccccc32)cc1 (stereo not given)	-1%
COC(=O)CC(=O)CSc1nc2cc(C(=O)NCC(C)C)ccc2c(=O)n1CCc1ccccc1	-12%
CC(C)(C)OC(=O)N1CC(NCc2cccc3c2OCO3)C1	18%[149 µM]
O=C1Nc2ccccc2O[C@H]2C[C@@H]1N(Cc1ccc(C(F)(F)F)cc1)C2	21%[86.2 µM]

(further entries)
canonical_smiles	KDM5B inh
CCc1ccc(N2CN(CCc3ccccc3)CNC2=S)cc1	-4%
CO[C@H]1C(=O)N(C2CCN(C(=O)c3cc(C)nn3C)CC2)[C@H]1c1ccncc1	-15%
O=C(c1ccc(OC2CCN(C/C=C/c3ccccc3)CC2)cc1)N1CCCC1	-4%
O=C(O)c1ccc(-c2nnc3ccc(NC(=O)C4CCC4)cn23)cc1	32µM*
CC(C)n1cnnc1CC1CCCN(S(=O)(=O)c2ccc(F)cc2)C1 (stereo not given)	-11%
Cc1oc2ccn(Cc3ccc(F)cc3)c(=O)c2c1C(=O)NC1CC1	23%
Cc1cc(C)cc(CN2CCC3(Cc4ccccc4CNC3=O)C2)c1 (stereo not given)	17%[149 µM]
N=c1nc(N)c(N)c(N)n1O	?
CCOc1ccc(NC(=O)Cn2c(=O)n(Cc3ccc(C(=O)NCc4ccc(C)cc4)cc3)c(=O)c3ccccc32)cc1	-5%
CC(=O)N1CCC(CC(=O)NCC(=O)N2CCCCCCNC(=O)CC2c2ccccc2)CC1 (stereo not given)	15%
Cc1ccc(Cl)cc1NC(=O)N1C[C@@H](F)C[C@H]1C(=O)N1CCc2ccccc2C1	4%
Cn1cc(CCC(=O)N2CCCC(CCC(=O)NCc3ccccc3F)C2)cn1 (stereo not given)	32%
COC(=O)C1=C(CN2CCCCC2)NC(=O)NC1c1ccc(C)cc1 (stereo not given)	-12%
Cc1ccc(C(NC(=O)COc2ccccc2)c2cccs2)cc1 (stereo not given)	3%
CCn1cc(S(=O)(=O)N2CCC(OCCOC)CC2)cn1	-11%
CC(=O)NC1CCCc2c1[nH]c1c(Cl)cccc21 (stereo not given)	4%
COc1ccccc1NC(=O)CSc1nnc2ccc(-c3cccnc3)nn12	18%
Cn1c(=O)oc2cc(S(=O)(=O)CCC(=O)N3CCN(c4ccccc4F)CC3)ccc21	-3%
Cc1ccc(-n2nnc(C(=O)NC(C)c3ccccc3)c2C)cc1Cl (stereo not given)	-24%
COc1ccccc1-c1noc(CSc2nnc(Cc3ccccc3)n2-c2ccc(C)c(C)c2)n1	-7%
Cc1ccc(CNC(=O)c2c[nH]c3ccc(S(=O)(=O)Nc4ccc(C(C)C)cc4)cc3c2=O)cc1	-26%
O=C(O)c1c(NC(=O)N(CCO)Cc2ccccc2)sc2c1CCCC2	-5%
CCN1c2cc(C(=O)Nc3ccc(C)cc3)ccc2C(=O)N2CCCCCC21 (stereo not given)	?
Cn1cnc(S(=O)(=O)N2CCC(C(=O)Nc3ccc(F)cc3F)CC2)c1	-14%

Assay outcomes (PubChem)
